# CXXC DNA block – blocks binding of human MLL CXXC domain to DNA; Q03164; MLL-CXXC / FITC-HOXA9 DNA fluorescence polarization; Potency, µM (doses to about 115 µM), for the others: at the top dose activity change, negative = inhibition, hits mostly inhibitors; 290,000 tested, 0.037% active; AID 2662; active = well fitted inhibition curve with a large enough effect in the polarisation, with a control signal flat, not every such curve was filed as active; inconclusive = small, poorly fitted or top-dose-only effect, or effect the other way, or a change in a side signal; inactive = no such curve, though single readings can be large or run the other way; the % refers to the polarisation
#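 Fluorescence polarization: 7 uM MLL-CXXC (stock) preincubated 5 min with compounds, then 50 nM fluorescein-HOX-A9 DNA (stock) added; 30 min ambient. Buffer 50 mM Tris-HCl pH 7.5, 50 mM NaCl, 1 mM DTT, 0.05% BSA.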
# FLuc counter – counter-screen for miR-21 project: firefly luciferase inhibitors or activators; 360,000 tested, 6.9% active; Potency, µM (highest dose often 57.5 µM), for inactives: at the top dose activity change, negative = inhibition, actives largely listed as inhibitors; purified FLuc, Km substrates, luminescence inhibition; P08659; AID 588342;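 also: plate controls were vehicle for no effect and reference inhibitor for full effect; nearly all actives have a fitted effect of over 55% in size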
#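 Biochemical qHTS of compounds, final roughly 60 µM downward over six points, against 10 nM purified firefly luciferase using Km concentrations of substrates (10 uM D-luciferin, 10 uM ATP) in Tris acetate pH 7.5 buffer; luminescence output.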
# VP16 counter – counter-screen for ROR gamma inhibitors: Gal4-VP16 reporter | Drosophila S2 Gal4-VP16 UAS-luciferase, luminescence, 20 h | Potency, µM (highest dose often 53.6 µM), for inactives: top-dose activity, negative = inhibition, usual class: inhibitors | 310,000 tested, 3.5% active;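 also: Gal4-VP16 expression switched on by copper sulfate through the metallothionein promoter; % is scaled to controls: 0 for no effect and ±100 for the full control effect; nearly all actives have a fitted effect of over 50% in size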
# Rab9 promoter act – activates the Rab9 promoter | Huh7 Rab9 promoter-luciferase reporter, luminescence, 24 h | Potency, µM (highest dose often 9.22 µM), inactives show at the highest dose activation, negative = inhibition, hits mostly activators | 320,000 tested, 2.8% active; also: % of control where 0% means no effect; nearly all actives have a fitted effect of over 60% in size
#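 Huh7 cells stably carrying Rab9 promoter–luciferase reporter, plated 1500 cells/well, compound added after 2 h and incubated 24 h at 37 °C; luciferase luminescence then read after 10 min with detection reagent.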
# MBNL1 CUG block – blocks human MBNL1 binding to CUG repeat RNA. Potency, µM (titrated, usually from 57.5 µM), for the others: top-dose activity change, negative = inhibition, hits mostly inhibitors. 280,000 tested, 0.036% active. TR-FRET MBNL1-His/biotin-(CUG)12 binding, 665/545 ratio. Q9NR56. AID 2675; active = well fitted inhibition curve with a large enough effect in the signal ratio, with a control signal flat, not every such curve was filed as active; inconclusive = small, poorly fitted or top-dose-only effect, or effect the other way, or a change in a side signal; inactive = no such curve, though single readings can be large or run the other way; the % refers to the signal ratio; also: % is scaled to controls: 0 for no effect and ±100 for the full control effect
#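 TR-FRET readout: Ex 340 nm, 665/545 nm emission ratio, normalized to buffer-only (basal) and MBNL1-(CUG)12 controls. Complex of MBNL1-His with Biotin-(CUG)12, compounds 92 nM–58 uM, incubated 60 min at room temperature.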
# p53 reactivation – re-activators of mutant p53. H1299 p53-A138V BP100-luciferase reporter, luminescence, 24 h. AID 504706. 320,000 tested, 0.063% active. Potency, µM (highest dose often 92.2 µM), without a hit: top-dose activity change, positive = activation, most hits filed as activators; also: % of control where 0% means no effect; nearly all actives have a fitted effect of over 45% in size
#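 H1299 (p53-null), stable ts p53-A138V + BP100-Luc; 1000 cells/well, Opti-MEM/10% FBS; cpd 4 pt, 1:5; 24 h, 37 deg C, 5% CO2; detection reagent 10 min RT; luminescence.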
# NPC1 prom act – NPC1 promoter activation; Huh7 NPC1 promoter luciferase reporter, 24 h; Potency, µM (top dose mostly 9.22 µM), for the others: at the top dose activation, most hits filed as activators; 320,000 tested, 2.4% active;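 also: % of control where 0% means no effect; nearly all actives have a fitted effect of over 60% in size; reporter is driven by a mutant NPC1 promoter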
#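 In 1536-well qHTS, Huh7 cells harboring an NPC1 promoter–luciferase construct received compound for 24 h; activation was quantified by luminescence following luciferase reagent addition.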
# ELG1 genotoxic – induces genotoxicity in HEK293T cells with luciferase-tagged ELG1; HEK293T ELG1-luciferase reporter, luminescence, 16 h; Potency, µM (doses to about 46 µM), for the others: top-dose activity change, positive = activation, usual class: activators; 330,000 tested, 1.3% active; AID 504466; also: % of control where 0% means no effect; nearly all actives have a fitted effect of over 60% in size
#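 Genotoxicity was scored as increased ELG1-luciferase reporter signal, measured by ONE-Glo luminescence (30 min, room temperature). Compound or vehicle exposure of the HEK293T reporter cells lasted 16 hr at 37°C.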
# BRCA1 expr up – increases BRCA1 expression; MCF7-BRCA1-FFLuc reporter, luminescence, 48 h; response scale: scaled: vehicle 0%, 10 µM genistein 100%; Potency, µM (top dose mostly 46.1 µM), for inactives: top-dose activation, actives largely listed as activators; 380,000 tested, 1.1% active; AID 624202; also: nearly all actives have a fitted effect of over 80% in size; some results filed as inactive show a strong effect at the top dose
#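 Quantitative HTS in MCF7 cells stably reporting BRCA1 expression via firefly luciferase. Compound treatment lasts 48 h at 37 °C in phenol-red free MEM. Activation is expressed relative to genistein at 10 microM and DMSO.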
# RORg inh – ROR gamma (mouse) transcription inhibition. Drosophila S2 Gal4-RORgamma UAS-luciferase reporter, 20 h. Potency, µM (titrated, usually from 53.6 µM), for the others: top-dose activity change, negative = inhibition, usual class: inhibitors. 310,000 tested, 5.4% active; also: % is scaled to controls: 0 for no effect and ±100 for the full control effect; nearly all actives have a fitted effect of over 60% in size
#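 Stable Schneider cell line, Gal4 DNA-binding domain fused to ROR gamma, UAS-luciferase. Cmpd 1 hr RT → CuSO4 700 uM final → 20 hr RT → luciferase reagent 10 min → luminescence.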
# uPA generation – blocks generation of uPA at the cell surface. AID 540303. cell surface uPA generation assay, qHTS. 330,000 tested, 0.31% active. Potency, µM (series often up to 38.3 µM), inactives show at the top dose activity change, negative = inhibition, actives largely listed as inhibitors; active = well fitted inhibition curve with a large enough effect; inconclusive = small, poorly fitted or top-dose-only effect; inactive = no such curve, though single readings can be large or run the other way; tested in mouse RAW 264.7 cells; also: % is scaled to controls: 0 for no effect and ±100 for the full control effect; nearly all actives have a fitted effect of over 55% in size
# * hit, by the source's call; ? = inconclusive; / = not tested or not shown; [ ] = remark or other dose. Unless noted, calls follow the shape of the dose curve; as a rule, active = well fitted curve in the direction sought with a large enough effect; inconclusive = small, poorly fitted or top-dose-only effect, or another doubt; inactive = no such curve, though single readings can be large; an effect the other way counts as inactive or inconclusive. Potency is read from the fitted curve at half-maximal effect. Only part of the results is shown; the hit share may differ from the screen's.
no. | structure | ELG1 genotoxic | VP16 counter | RORg inh | MBNL1 CUG block | p53 reactivation | uPA generation
1 | Cc1cc(=O)[nH]c(CN2CCC(c3ccccc3)CC2)n1 | -1% | -4% | -19% | -3% | 0% | 3%
2 | CC(C)CCN1CCN(CCCn2cccn2)CC1CCO (stereo not drawn) | 1% | -8% | -4% | -4% | 0% | 7%
3 | CS(=O)(=O)N1CCc2cc(S(=O)(=O)N3CCCCC3)ccc21 | -4% | 3% | 10% | -14% | -5% | 0%
4 | O=C(NC1CCSc2ccccc21)c1ccc(F)cc1 (stereo not drawn) | -9% | 0% | 4% | -7% | -8% | -7%
5 | COc1ccc(C2=NN(C(=O)CSc3nc(=O)n4cccc(C)c4n3)C(c3ccc(C)cc3)C2)cc1 (stereo not drawn) | ? | / | / | / | -2% | -5%
6 | COCCn1c(SCc2cccc(F)c2)nc2cc(C(=O)OC)ccc2c1=O | -1% | -3% | -5% | -5% | 9% | 5%
7 | Cc1ccc2nc(-c3cccc(Br)c3)cc(C(=O)NC3CC3)c2c1 | 1% | -8% | -34% | 3% | -4% | 4%
8 | CN(C)c1ccc(N/C(N)=N/c2nc(C(F)(F)F)cc(C(F)(F)F)n2)cc1 | 3% | 3% | 16% | -3% | -5% | ?
9 | O=C(COC(=O)c1cc(S(=O)(=O)N2CCCCC2)ccc1N1CCOCC1)c1ccccc1 | 1% | / | / | / | -7% | -5%
10 | Fc1ccccc1NC(=S)NC1CCCC1 | 4% | ? | 11µM* | 0% | 5% | 0%
11 | Cc1onc(-c2ccncc2)c1C(=O)O | 0% | 2% | 1% | -6% | 1% | 1%
12 | COc1cc(NC(=O)/C=C/c2ccccc2)c(C(=O)O)cc1OC | 15% | -6% | -3% | 6% | 8% | -7%
13 | CSCCC(NS(=O)(=O)c1ccc2c(c1)Cc1cc(S(=O)(=O)NC(CCSC)C(=O)O)ccc1-2)C(=O)O (stereo not drawn) | 0% | -3% | 4% | -1% | 0% | 0%
14 | O=C(CSc1nc(=O)n(CCCN2CCOCC2)c2c1CCC2)Nc1ccc(F)cc1 | -2% | / | / | / | 1% | -5%
15 | Cc1cc2ccccc2n1CCNC(=O)C1CCCC1 | 1% | -3% | 10% | -1% | 0% | 7%

no. | FLuc counter | NPC1 prom act | CXXC DNA block | BRCA1 expr up | Rab9 promoter act
1 | -3% | -1% | -1% | -19% | -16%
2 | 0% | -1% | -22% | 4% | 1%
3 | 3% | 0% | -4% | -1% | -3%
4 | -1% | -7% | 2% | 3% | 4%
5 | 5% | -2% | / | -41% | -5%
6 | 0% | -3% | -3% | -14% | 0%
7 | 0% | 2% | ? | -25% | 3%
8 | 2% | -1% | 1% | 6% | -8%
9 | 2% | 1% | / | -33% | -5%
10 | -2% | 1% | -23% | 20% | 19%
11 | 12% | 2% | -1% | -10% | -2%
12 | 6µM* | 4% | -1% | 66% | 7%
13 | -2% | -4% | -10% | -27% | -3%
14 | 2% | 0% | / | -25% | -8%
15 | 2% | -3% | 3% | -10% | 1%

# Continuation:
no. | structure | ELG1 genotoxic | VP16 counter | RORg inh | MBNL1 CUG block | p53 reactivation | uPA generation
16 | CC(=O)Nc1nc(C)c(CCCOc2ccc([N+](=O)[O-])cc2)c(=O)[nH]1 | 1% | 1% | -10% | 3% | -5% | -3%
17 | O=C(Nc1ccccc1)N1N=C(c2cccs2)CC1c1cccs1 (stereo not drawn) | -2% | -4% | -29% | ? | -6% | 9%
18 | COc1ccc(S(=O)(=O)N(CCN2CCOCC2)Cc2cc(OC)ccc2OC)cc1 | 0% | -6% | -7% | -3% | -14% | -2%
19 | O=c1cc(CSc2ccc([N+](=O)[O-])cc2)nc2sccn12 | 8% | -5% | 39% | ? | 7% | -2%
20 | CC1CN(Cc2cc(=O)oc3cc(O)c(Cl)cc23)CC(C)O1 (stereo not drawn) | -3% | -9% | -3% | ? | 0% | -17%
21 | CCCNC(=O)C(CC)NS(=O)(=O)c1ccc(OC)cc1 (stereo not drawn) | 3% | 3% | -9% | -2% | 0% | -1%
22 | Cc1ccc(NC(=O)CCNC(=O)c2ccco2)cc1F | 1% | 8% | 16% | 0% | 1% | 3%
23 | CC(=O)N(C1=C(N2CCOCC2)C(=O)c2ccccc2C1=O)c1ccc(C(=O)O)cc1 | -16% | 11µM* | ? | / | -10% | 3%
24 | CCOC(=O)c1c(C)oc2c1c(C=NCCO)c(O)c1ccccc12 | -13% | ? | 11µM* | ? | 0% | -11%
25 | Nc1ccc(C(=O)N2CCN(S(=O)(=O)c3ccc4c(c3)OCCO4)CC2)cc1[N+](=O)[O-] | -10% | -5% | -1% | ? | -15% | -10%
26 | CC(Nc1cc(N2CCNCC2)ccc1[N+](=O)[O-])c1ccccc1 (stereo not drawn) | 3% | -31% | -31% | ? | -12% | 3%
27 | CCN(Cc1ccccc1)S(=O)(=O)c1cc2c3c(c1)CCN3C(=O)CC2 | 0% | / | / | / | -2% | 1%
28 | Clc1ccc(CN=C2Nc3ccccc3CS2)cc1 | ? | 2% | 17% | -5% | ? | /
29 | CCOc1ccc(C(=O)N/N=C/c2cc([N+](=O)[O-])cs2)cc1 | 9% | -17% | 5% | 91%[activator] | -2% | -6%
30 | Cc1csc(NC(=O)CCNS(=O)(=O)c2ccc3c(c2)c(=O)n(C)c(=O)n3C)n1 | 0% | -11% | 16% | -21% | -4% | -1%
31 | C=CCN(C(=O)CNC(=O)c1ccco1)C(C(=O)NC1CCCCC1)c1ccc(OC)cc1OC (stereo not drawn) | 1% | 0% | 16% | -3% | 2% | 4%
32 | CCOC(=O)CSc1nc2ccccc2n1C(=O)OCC | 3% | -3% | 8% | -7% | 15% | 7%

no. | FLuc counter | NPC1 prom act | CXXC DNA block | BRCA1 expr up | Rab9 promoter act
16 | -2% | 0% | -10% | 3% | -11%
17 | -2% | -3% | -2% | -21% | -5%
18 | 2% | 0% | 3% | 2% | -2%
19 | -7% | 5% | 2% | 29% | 4%
20 | 0% | 3% | 7% | -6% | 1%
21 | -1% | -6% | -5% | -20% | 1%
22 | 1% | 1% | -2% | 19% | 0%
23 | -5% | -45%[inhibitor] | 9% | -6% | -35%[inhibitor]
24 | -14% | -13% | ? | -54% | -10%
25 | 3% | -9% | 6% | -39% | -4%
26 | 13% | -6% | 12% | -23% | 12%
27 | 0% | -1% | / | -38% | -3%
28 | 6µM* | 3.2µM* | -5% | 8.9µM* | 2.2µM*
29 | -2% | -1% | -4% | 30% | 0%
30 | -3% | -1% | 42%[activator] | 14% | 15%
31 | 4% | 1% | 11% | -7% | 1%
32 | -2% | 3% | 14% | 39% | 0%

# Shown bar-delimited: part of the list above.
entry | Structure | ELG1 genotoxic | VP16 counter | RORg inh | MBNL1 CUG block | p53 reactivation | uPA generation | FLuc counter | NPC1 prom act | CXXC DNA block | BRCA1 expr up | Rab9 promoter act
20 | CC1CN(Cc2cc(=O)oc3cc(O)c(Cl)cc23)CC(C)O1 (stereo not drawn) | -3% | -9% | -3% | ? | 0% | -17% | 0% | 3% | 7% | -6% | 1%
21 | CCCNC(=O)C(CC)NS(=O)(=O)c1ccc(OC)cc1 (stereo not drawn) | 3% | 3% | -9% | -2% | 0% | -1% | -1% | -6% | -5% | -20% | 1%
22 | Cc1ccc(NC(=O)CCNC(=O)c2ccco2)cc1F | 1% | 8% | 16% | 0% | 1% | 3% | 1% | 1% | -2% | 19% | 0%
23 | CC(=O)N(C1=C(N2CCOCC2)C(=O)c2ccccc2C1=O)c1ccc(C(=O)O)cc1 | -16% | 11µM* | ? | / | -10% | 3% | -5% | -45%[inhibitor] | 9% | -6% | -35%[inhibitor]
24 | CCOC(=O)c1c(C)oc2c1c(C=NCCO)c(O)c1ccccc12 | -13% | ? | 11µM* | ? | 0% | -11% | -14% | -13% | ? | -54% | -10%
25 | Nc1ccc(C(=O)N2CCN(S(=O)(=O)c3ccc4c(c3)OCCO4)CC2)cc1[N+](=O)[O-] | -10% | -5% | -1% | ? | -15% | -10% | 3% | -9% | 6% | -39% | -4%
26 | CC(Nc1cc(N2CCNCC2)ccc1[N+](=O)[O-])c1ccccc1 (stereo not drawn) | 3% | -31% | -31% | ? | -12% | 3% | 13% | -6% | 12% | -23% | 12%
27 | CCN(Cc1ccccc1)S(=O)(=O)c1cc2c3c(c1)CCN3C(=O)CC2 | 0% | / | / | / | -2% | 1% | 0% | -1% | / | -38% | -3%
